TPT1 inh: blocks Candida albicans tRNA 2'-phosphotransferase. recombinant caTPT1, FP RNA substrate dephosphorylation. inhibition, % at 5 µM. 300,000 tested, 0.81% active. AID 1962;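 active means inhibition above the mean of all tested compounds plus 3 SD, set per screening campaign, cut at about 24% in these data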;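 further: plate controls were DMSO alone for no effect and ferristatin control at 100 nM for full effect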
Efflux pump inh: antifungal efflux pump inhibition, Nile Red retention; inhibition, % at 10 µM; AID 485275; S. cerevisiae Candida pump triplex; 330,000 tested, 0.44% active;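 active means plate passing quality check with inhibition over a set limit, or well fluorescence over plate mean plus 4 SD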;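 further: Nile Red retained in pooled yeast measured as flow cytometry median fluorescence; 0% = buffer negative control and 100% = Enniatin B positive control; higher means more Nile Red kept so more efflux inhibition; some compounds called inactive have numbers as strong as hits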
HCV core dimer: blocks dimerization of HCV core protein; TR-FRET GST/Flag-core106 dimerization, 1536-well; inhibition, % at 5 µM; 300,000 tested, 0.33% active; AID 1899;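 active means inhibition above the mean of all tested compounds plus 3 SD, set per screening campaign, cut at about 45% in these data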
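test system = GST/Flag-tagged HCV core106 proteins | probe or stimulus = Eu donor and XL665 acceptor anti-tag antibodies | times = compound-protein-antibody incubation 4 h at 22.5 °C | signal = TR-FRET, excitation 340 nm, emission 617 and 671 nm | measure = percent inhibition of core106 dimerization signal | controls = wells lacking GST-core106 and wells with excess unlabelled core106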
PP5 inh: blocks human protein phosphatase 5 activity; P53041; purified PP5c, OMFP substrate fluorescence; inhibition, % at 6.7 µM; 320,000 tested, 0.18% active;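 active means inhibition above the campaign's mean inhibition across all tested compounds plus 3 SD, cut at about 9.5% in these data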;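 further: 0% = DMSO only and 100% = 100 µM cantharidin control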
Target sequence (P53041 whole entry, looked up): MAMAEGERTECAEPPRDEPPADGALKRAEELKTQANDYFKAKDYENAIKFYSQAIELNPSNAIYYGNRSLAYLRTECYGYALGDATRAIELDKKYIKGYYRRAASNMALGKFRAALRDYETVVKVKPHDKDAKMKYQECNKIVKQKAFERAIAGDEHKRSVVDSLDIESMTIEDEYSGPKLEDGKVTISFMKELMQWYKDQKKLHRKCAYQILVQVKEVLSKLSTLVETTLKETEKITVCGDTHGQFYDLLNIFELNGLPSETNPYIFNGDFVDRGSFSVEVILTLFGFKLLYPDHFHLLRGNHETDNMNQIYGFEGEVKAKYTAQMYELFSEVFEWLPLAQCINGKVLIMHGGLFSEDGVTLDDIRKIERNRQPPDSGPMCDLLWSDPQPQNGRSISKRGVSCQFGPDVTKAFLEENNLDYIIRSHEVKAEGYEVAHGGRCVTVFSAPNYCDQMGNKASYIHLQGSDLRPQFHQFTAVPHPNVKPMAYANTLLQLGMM
CTSL1 counter: cathepsin L1 inhibition, PFM18AAP counter-screen; recombinant F. hepatica cathepsin L1, Z-Leu-Arg-MCA fluorescence; inhibition, % at 5.96 µM; 300,000 tested, 0.49% active; AID 1906;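 active means inhibition above the mean of all tested compounds plus 3 SD, set per screening campaign, cut at about 17% in these data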;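 further: 0% = plate median of test compound wells and 100% = 1 µM Z-Phe-Ala-diazomethylketone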
PP1 inh: PP1-alpha (human) inhibition in PP5 counter-screen | P62136 | purified PP1alpha, OMFP fluorescence | inhibition, % at 6.7 µM | 320,000 tested, 0.9% active | AID 2235;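 active means inhibition above the mean inhibition of all tested compounds plus 3 SD, computed separately for each screening campaign, cut at about 15% in these data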
procasp3 activ: procaspase-3 (human) activation; 330,000 tested, 0.11% active; activation, % at 8.5 µM; AID 463141; recombinant procaspase-3 D3A, Ac-DEVD-pNA absorbance 405 nm; P42574;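 active means activation above the mean of all tested compounds plus 3 SD, cut at about 21% in these data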;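 further: 0% = DMSO alone and 100% = DMSO wells spiked with extra 5 µM PC-3 D3A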
Target sequence (P42574 whole entry D9A/D28A/D175A): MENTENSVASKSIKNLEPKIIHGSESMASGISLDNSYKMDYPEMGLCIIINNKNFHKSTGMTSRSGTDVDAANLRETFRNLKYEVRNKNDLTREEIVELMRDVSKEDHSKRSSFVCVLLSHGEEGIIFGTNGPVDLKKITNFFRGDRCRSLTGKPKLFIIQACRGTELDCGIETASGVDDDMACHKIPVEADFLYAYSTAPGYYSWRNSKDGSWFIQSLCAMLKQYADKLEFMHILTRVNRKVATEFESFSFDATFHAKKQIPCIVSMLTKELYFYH
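Assay system: Procaspase-3 D3A mutant, all three cleavage aspartates alanine. Buffer or medium: Zinc-free HEPES saline buffer with Triton X-100. Times: 1 h compound preincubation, 2 h substrate hydrolysis at 25 °C. Measured by: 405 nm absorbance of p-nitroaniline, reads at 0 and 120 min. Read-out basis: percent activation relative to control range. Replicates: singlicate.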
procasp7 counter: counter-screen: procaspase-7 (human) activation. recombinant procaspase-7, Ac-DEVD-pNA absorbance 405 nm; D23A/D198A/D206A triple mutant, cannot self-cleave; scale: DMSO 0, 5 µM enzyme 100. activation, % at 8.5 µM. 330,000 tested, 0.093% active. AID 463210;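 active means percent activation above the screen-wide mean plus 3 SD, cut at about 25% in these data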
Target sequence (P55210 whole entry D23A/D198A/D206A): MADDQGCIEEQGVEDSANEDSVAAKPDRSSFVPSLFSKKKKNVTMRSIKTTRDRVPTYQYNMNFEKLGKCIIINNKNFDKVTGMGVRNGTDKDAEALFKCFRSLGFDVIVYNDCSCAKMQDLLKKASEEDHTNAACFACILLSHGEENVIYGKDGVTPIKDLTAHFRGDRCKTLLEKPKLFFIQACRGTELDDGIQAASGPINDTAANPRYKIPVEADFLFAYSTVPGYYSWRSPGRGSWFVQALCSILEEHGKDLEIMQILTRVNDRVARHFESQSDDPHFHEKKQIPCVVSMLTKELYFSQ
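Detection: p-Nitroaniline absorbance at 405 nm, read at 0 and 120 min; system: Uncleavable procaspase-7 mutant enzyme; evaluation: % activation from two-timepoint absorbance difference, scaled to controls; times: 1 h enzyme–compound preincubation and 2 h substrate reaction, both 25 °C; buffer or medium: Zinc-free HEPES pH 7.4 with 300 mM NaCl, 0.01% Triton X-100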
JMJD2C inh: inhibitors of human GASC-1 (JMJD2C) demethylase; AID 2099; Q9H3R0; inhibition, % at 2.35 µM; 330,000 tested, 0.069% active; GST-JMJD2C(1-420) H3K9me3 demethylation, DELFIA europium;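 active means more than half of a compound's replicate wells show inhibition beyond 50%, single wells judged on their own value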;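 further: signal counts dimethyl H3K9 product captured on neutravidin plate; 0% = median of DMSO wells and 100% = 0.3 times that DMSO median; strong numbers were not always called active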
* marks the source's active call; other numbers are inactive results; i = inactive; . = not tested or not shown.

SMILES | procasp7 counter | Efflux pump inh | HCV core dimer | PP1 inh | procasp3 activ | TPT1 inh | PP5 inh | CTSL1 counter | JMJD2C inh
CCOC(=O)c1sc(NC(=O)c2ccncc2)nc1C | 3 | 0.0 | -1 | -2 | 3 | -8 | 2.6 | 0 | 1
O=S(=O)(Nc1ccc2cn[nH]c2c1)c1ccccc1 | 3 | 0.0 | -5 | 1 | 3 | -1 | 0.6 | -8 | 5
O=C1c2cccnc2C(O)N1Cc1ccco1 (stereo unspecified) | -1 | 0.0 | -2 | -5 | 17 | -1 | 1.4 | -3 | 6
COC(=O)C(Cc1ccccc1)NC(=O)CCNC(=O)c1ccco1 (stereo unspecified) | 1 | 0.8* | -7 | 2 | -1 | -1 | -4.8 | 0 | 6
Cc1ncsc1C(=O)Nc1nc2c(s1)CC(C)CC2 (stereo unspecified) | -3 | 0.1 | -1 | 0 | 2 | -2 | 2.4 | -6 | 4
CCc1ccc(N(CC(=O)NCCc2ccccc2)C(=O)CCC(=O)Nc2ccccn2)cc1 | 7 | 0.1 | 8 | 3 | 7 | 1 | 3.9 | 0 | -7
Cc1cccc(C)c1-n1c(SCC(=O)Nc2ccc(C(=O)O)cc2)nnc1-c1cccc(S(=O)(=O)N(C)C)c1 | 3 | -0.1 | 4 | -5 | 0 | 0 | 0.3 | 1 | -1
CCNC(=O)COc1cc(C)c(Br)c(C)c1 | -1 | -0.2 | -3 | 2 | 5 | -1 | -1.3 | 1 | 1
CC(C)CNC(=O)C(=O)Nc1cc2c3c(c1)C(C)C(=O)N3CCC2 (stereo unspecified) | -10 | 0.1 | -14 | -7 | -5 | -5 | -6.7 | 10 | 8
CC1(C)Cc2nc(N3CCCC3)c(C#N)cc2CO1 | -2 | 0.1 | -4 | 4 | -5 | -3 | -1.1 | -4 | 2
O=[N+]([O-])c1ccc(Cl)cc1N1CCCC1 | 1 | 0.2 | 2 | 4 | 0 | 2 | -2.6 | -7 | 62
COCCCNc1nc2ccccc2nc1NS(=O)(=O)c1ccc(C)c(C)c1 | -7 | 0.4 | 4 | -1 | -2 | 4 | 3.3 | 2 | 4
CCCCN(CC)C(=O)Cc1c(C(=O)O)[nH]c2ccc(Cl)cc12 | -1 | 0.0 | 1 | -1 | 3 | -2 | -1.4 | 3 | -5
CC(=O)N1CCN(Cc2nc3cc(NC(=O)COc4ccccc4)ccc3n2C)CC1 | -4 | 0.0 | 0 | -4 | 13 | -2 | -2.8 | -1 | 13
CC(=O)Nc1ccc(S(=O)(=O)Nc2ccc(Cl)cn2)cc1 | 14 | 0.1 | -1 | 0 | -3 | 2 | 4.7 | -3 | -7
O=C(NCc1nnnn1-c1ccc(F)c(F)c1)c1ccc(S(=O)(=O)N2CCOCC2)cc1 | 9 | 0.1 | -5 | -6 | 2 | 2 | 1.1 | -3 | -13
Cn1c(CNC(=O)c2ccco2)nnc1SCC(=O)Nc1ccc(Br)cc1F | 8 | 0.1 | -6 | 6 | 6 | 1 | 3.4 | 3 | -117
CCN(c1ccccc1)S(=O)(=O)c1cc(C(=O)OC2CCOC2=O)ccc1C (stereo unspecified) | -2 | 0.2 | . | 4 | 4 | . | 5.3 | . | -4
Cc1ccc(S(=O)(=O)N(C)CCCC(=O)Nc2ccc(C)cc2C)cc1 | 5 | 0.1 | -6 | 0 | -1 | 2 | 2.7 | -2 | 2
O=C(CCCc1ccccc1)NCc1ccccc1 | 21 | 0.3 | 0 | 0 | -3 | 0 | 1.5 | 0 | -16
COCCCn1c(=O)/c(=C\c2ccccc2OC(F)F)s/c1=C(/C#N)C(N)=O | 1 | -0.2 | -2 | -2 | 1 | 3 | -1.5 | 4 | -2
COc1cc(CNCCNC(=O)c2nonc2N)ccc1OCc1ccc(Cl)cc1 | -4 | 0.0 | -3 | 1 | -3 | 2 | -0.2 | 3 | -8
O=C(Nc1ccc(O)cc1C(=O)O)c1ccc(NC(=O)c2ccco2)cc1 | 9 | 0.1 | . | 3 | 7 | . | -0.5 | . | -8
Cc1cc(C(=O)COC(=O)c2ccccc2Br)c(C)n1CC1CCCO1 (stereo unspecified) | 6 | 0.1 | 1 | -3 | -7 | -4 | -1.3 | -7 | 3
CC1(C)Cc2c(c(N3CCOCC3)nc3sc(C#N)c(N)c23)CS1 | -12 | 0.0 | 5 | 3 | -9 | 2 | -0.1 | 4 | 29
CCOC(=O)C(C)Oc1cccc2c(=O)n(CC(=O)Nc3ccc4c(c3)OCCO4)ccc12 (stereo unspecified) | -2 | 0.1 | -2 | 0 | 2 | 1 | 1.6 | 1 | i
CCc1ccc(NC(=O)Cn2nc(C(=O)O)c3ccccc3c2=O)cc1 | 6 | -0.2 | 10 | 3 | 9 | 0 | -0.7 | 4 | -8
Cc1ccnc(SCCn2c(N(C)Cc3ccccc3)nc3c2c(=O)n(C)c(=O)n3C)n1 | -4 | 0.0 | 1 | -1 | 5 | -3 | 2.8 | -2 | 0
Cc1ccc(N(CC(O)COCc2ccco2)S(=O)(=O)c2ccc(C)cc2)cc1 (stereo unspecified) | -16 | 0.1 | 19 | 2 | -28 | -4 | 2.3 | 8 | 3
CCCN(C(=O)CSc1n[nH]c(-c2ccc(OC)cc2)n1)c1c(N)n(Cc2ccccc2)c(=O)[nH]c1=O | 10 | -0.1 | -5 | -4 | -18 | -3 | -1.8 | -1 | 0
CCOc1ccc(NC(=S)NCc2ccco2)cc1 | 12 | -0.1 | -4 | 1 | 4 | -2 | 0.6 | -2 | 6
Cc1onc(-c2ccccc2)c1C(=O)NCc1ccccn1 | 15 | -0.1 | -6 | 3 | -5 | 0 | 2.9 | -2 | -1
O=C(Nc1ccc2snnc2c1)N1CCOCC1 | 7 | -0.1 | -3 | -2 | 0 | -4 | 0.8 | -1 | 10
Cc1cccc(NC2SC(=O)N(c3ccccc3)C2=O)c1 (stereo unspecified) | -9 | -0.1 | -1 | 2 | -12 | 2 | 2.8 | -3 | -1
COc1ccc(C2CC(c3ccccc3OC(C)=O)=NN2C(=O)/C=C/c2ccccc2)cc1 (stereo unspecified) | -4 | -0.3 | 14 | 4 | -4 | 1 | 0.4 | 0 | -6
Cc1noc(C)c1CSc1nc2ccccc2c(=O)n1-c1ccccc1 | -2 | -0.1 | 15 | 0 | -7 | -4 | 1.6 | 3 | -2
Cc1ccc(-c2nn3c(C)nnc3s2)cc1NC(=O)c1ccc(-c2ccc(Cl)cc2Cl)o1 | -8 | 0.7 | 40 | 4 | -7 | 9 | 0.0 | 0 | .
O=c1c2cn[nH]c2nc(SCc2ccccc2F)n1-c1ccc(Br)cc1 | 10 | 0.5 | 11 | 4 | 11 | 2 | 3.2 | 5 | 5
CC(=O)c1c(C)nn(C(=O)N2CCOCC2)c1C | 10 | 0.3 | -1 | 1 | 6 | -1 | 3.4 | -4 | 113
O=C(CN1CCCC1)OCCCC1CCCCC1 | 3 | -0.1 | -3 | 1 | -5 | -3 | -1.0 | 0 | 0
CN(C)c1nc(Oc2ccc(OCCOc3ccccc3)nn2)nc(N(C)C)n1 | 7 | 0.1 | 2 | -2 | 5 | -1 | -1.1 | -6 | 5
COc1ccc(CCNC(=O)c2ccc3c(c2)NC(=O)C(N2CCOCC2)S3)cc1OC (stereo unspecified) | 11 | -0.2 | 0 | -5 | -1 | 8 | 0.0 | -1 | 30
Cc1cccc(NC(=O)C2CCCN2C(=O)Oc2ccccc2)c1 (stereo unspecified) | 2 | -0.1 | 1 | -2 | -2 | 3 | -1.2 | 6 | -5
CCOC(=O)C(Cc1ccccc1)C(=O)NCc1cccnc1 (stereo unspecified) | 13 | 0.1 | 8 | -1 | 11 | -3 | 1.0 | -3 | 6
CCCS(=O)(=O)N1CCCC(C(=O)NCC(OC)OC)C1 (stereo unspecified) | 3 | -0.1 | 1 | 1 | 5 | -3 | 0.0 | -2 | -5
CC(C)c1nnc(NC(=O)C2CCN(C(=O)c3ccco3)CC2)s1 | 0 | 0.0 | 7 | 2 | 4 | -1 | -0.7 | -2 | -13
CCc1ccc(C(=O)NNC(=O)C2CC(=O)N(c3ccc4c(c3)OCCO4)C2)cc1 (stereo unspecified) | -2 | 0.2 | . | -2 | 5 | . | 1.7 | . | 8
CCN1CCCC1CNc1ncnc2c1[nH]c1ccc(F)cc12 (stereo unspecified) | -9 | 0.1 | -4 | -1 | 8 | -1 | -0.3 | 4 | 2
COc1cccc(-c2nc3ccccc3s2)c1 | 9 | 0.2 | 1 | 2 | 7 | 0 | 0.3 | -5 | -5
Cc1cc(N2CCN(C)CC2)nc2ccc(NC(=S)N3CCN(c4ccc(F)cc4)CC3)cc12 | -9 | 0.1 | 5 | -3 | 4 | -2 | 0.6 | -3 | -2
COc1cccc(CC(=O)OCC(=O)NC2(C#N)CCCCC2)c1 | -1 | -0.1 | 1 | -3 | 11 | 1 | -0.7 | -6 | 0
CCOC(=O)N1CCC(NCCNC(=O)c2ccc(Cl)cc2)CC1 | 4 | -0.1 | -2 | -2 | -3 | -1 | 2.0 | -2 | -6
Cc1cc(O)cc(C)c1Cl | 5 | -0.1 | -10 | 1 | 1 | -1 | 1.8 | -1 | -23

Exported as labelled records: entries from further up.
smiles: O=C(Nc1ccc(O)cc1C(=O)O)c1ccc(NC(=O)c2ccco2)cc1
  procasp7 counter: 9
  Efflux pump inh: 0.1
  HCV core dimer: .
  PP1 inh: 3
  procasp3 activ: 7
  TPT1 inh: .
  PP5 inh: -0.5
  CTSL1 counter: .
  JMJD2C inh: -8

smiles: Cc1cc(C(=O)COC(=O)c2ccccc2Br)c(C)n1CC1CCCO1 (stereo unspecified)
  procasp7 counter: 6
  Efflux pump inh: 0.1
  HCV core dimer: 1
  PP1 inh: -3
  procasp3 activ: -7
  TPT1 inh: -4
  PP5 inh: -1.3
  CTSL1 counter: -7
  JMJD2C inh: 3

smiles: CC1(C)Cc2c(c(N3CCOCC3)nc3sc(C#N)c(N)c23)CS1
  procasp7 counter: -12
  Efflux pump inh: 0.0
  HCV core dimer: 5
  PP1 inh: 3
  procasp3 activ: -9
  TPT1 inh: 2
  PP5 inh: -0.1
  CTSL1 counter: 4
  JMJD2C inh: 29

Three structures already listed, ordered by formula weight, low to high:
SMILES | procasp7 counter | Efflux pump inh | HCV core dimer | PP1 inh | procasp3 activ | TPT1 inh | PP5 inh | CTSL1 counter | JMJD2C inh
O=C(Nc1ccc2snnc2c1)N1CCOCC1 | 7 | -0.1 | -3 | -2 | 0 | -4 | 0.8 | -1 | 10
CCOC(=O)C(Cc1ccccc1)C(=O)NCc1cccnc1 (stereo unspecified) | 13 | 0.1 | 8 | -1 | 11 | -3 | 1.0 | -3 | 6
CN(C)c1nc(Oc2ccc(OCCOc3ccccc3)nn2)nc(N(C)C)n1 | 7 | 0.1 | 2 | -2 | 5 | -1 | -1.1 | -6 | 5

Source: PubChem
